# Source: PubChem (several laboratories)
# cardiac RTF act = increases calcium sensitivity of human cardiac regulated thin filaments; AID 493008; IANBD-labeled TnC RTF fluorescence at EC20 calcium; 0% EC20 calcium, 100% full calcium; activation, % at 7.2 µM; P19429+P45379; 340,000 tested, 0.24% active;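 active = activation above the mean over all tested compounds plus 3 SD, cut at about 30% in these data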;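 note: rise in fluorescence read as greater calcium sensitivity of cardiac thin filaments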
# RTF Ca sens inh = cardiac RTF calcium desensitization; P19429+P45379; IANBD-labeled cardiac RTF, Ca2+ fluorescence; inhibition, % at 7.15 µM; 340,000 tested, 0.12% active;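 active = inhibition above the mean inhibition of all tested compounds plus 3 SD, cut at about 17% in these data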;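 note: assay run at fixed EC70 calcium of 1.6 mM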
# Keap1-Nrf2 PPI = Keap1-Nrf2 (human) interaction inhibition; inhibition, % at 9.4 µM; 340,000 tested, 0.15% active; Q14145; Keap1 Kelch-Nrf2 peptide fluorescence polarization, 1536-well; in the data active = inhibition above about 12%;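 note: human Keap1 Kelch domain with fluorescein labeled Nrf2 9mer peptide probe; 0% = neutral control wells and 100% = peptide positive control; higher means more block of Keap1 binding to Nrf2 peptide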
# Target sequence (Q14145 whole entry, looked up, the tested form may be a part): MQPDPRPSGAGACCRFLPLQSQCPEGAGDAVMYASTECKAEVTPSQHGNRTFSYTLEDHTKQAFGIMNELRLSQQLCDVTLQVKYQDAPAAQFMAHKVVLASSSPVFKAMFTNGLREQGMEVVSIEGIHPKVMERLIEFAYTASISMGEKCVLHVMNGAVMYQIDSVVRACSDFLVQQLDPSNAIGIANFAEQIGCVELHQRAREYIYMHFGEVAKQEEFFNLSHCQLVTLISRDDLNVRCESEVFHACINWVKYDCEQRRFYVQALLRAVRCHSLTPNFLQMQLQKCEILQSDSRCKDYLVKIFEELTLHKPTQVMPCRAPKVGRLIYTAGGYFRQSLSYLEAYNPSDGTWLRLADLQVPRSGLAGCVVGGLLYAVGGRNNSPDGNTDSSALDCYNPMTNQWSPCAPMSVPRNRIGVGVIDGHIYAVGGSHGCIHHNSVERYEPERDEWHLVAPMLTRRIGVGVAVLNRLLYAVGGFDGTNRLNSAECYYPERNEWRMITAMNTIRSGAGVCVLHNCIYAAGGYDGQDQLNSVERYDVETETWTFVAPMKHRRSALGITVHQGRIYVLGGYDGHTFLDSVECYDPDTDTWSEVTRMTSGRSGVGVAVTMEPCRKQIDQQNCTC
# MOR-DOR ag = OPRM1-OPRD1 heterodimerization agonism. cells, luminescence. activation, % at 9.3 µM. 340,000 tested, 0.3% active. AID 504326; in the data active = activation above about 18%;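 note: 0% = vehicle-treated cells and 100% = reference agonist; values of inactives mirror those of a sister screen read the other way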
# V-ATPase pH = yeast V-ATPase proton transport regulation by pHLuorin; S. cerevisiae, pHLuorin cytosolic pH fluorescence; response, % at 10 µM; 350,000 tested, 0.37% active; AID 504577; in the data active = response mostly above about 7.3%, no sharp cut-off; inactive = mostly below about 5.4%; note: actives read high; inactives centre near 0; some compounds called inactive have numbers as strong as hits; reference of the scale not given here
# DSG3 Ab inh = human desmoglein-3 autoantibody binding inhibition. DSG3-coupled beads, scFv-anti-DSG3-GFP binding, flow cytometry; stronger effect = lower value. AID 588358. binding (percent of control), % at 10 µM. 310,000 tested, 0.48% active;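 active = binding more than 3 SD below its plate's average and above zero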;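 note: hits lower antibody fragment binding to DSG3; some compounds called inactive have numbers as strong as hits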
# Arrestin-AP2 inh = human beta-arrestin and AP2 interaction inhibition. inhibition, % at 10 µM. 340,000 tested, 0.31% active. FITC-arrestin peptide / GST-AP2 beads, flow cytometry; AP2 beta2 appendage carries R879A mutation. AID 504490;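 active = inhibition above a set limit, near 3 SD of compounds lacking own fluorescence, cut at about 54% in these data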;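 note: plate controls were DMSO wells for no effect and 5 µM unlabelled arrestin peptide for full effect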
#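 system = GST-tagged AP2 beta2-adaptin appendage (R879A) on 4 µm glutathione beads | reagent = FITC-labelled arrestin peptide probe, 50 nM final | schedule = compound with beads 12 min RT, then probe 1 h RT | signal = HyperCyt-sampled flow cytometry, FL1 channel, ex 488/em 535 nm | read-out = percent response from loss of bead-bound FITC fluorescence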
# LANA DNA inh = KSHV C-LANA DNA binding inhibition; MBP-C-LANA/FAM-LBS DNA binding, fluorescence polarization; 340,000 tested, 0.078% active; inhibition, % at 9 µM;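 active = highest replicate inhibition at or above 60% at 9 µM, even if other replicates fall short; inactive = all replicates below 60% inhibition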;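 note: 0% = neutral control wells and 100% = 4 µM acridine orange control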
# Wnt act = activates Wnt/beta-catenin signaling in a reporter cell assay. activator, plate reader. activation, % at 9.35 µM. 300,000 tested, 1.2% active. AID 743398; in the data active = activation above about 30%, passing the limit was not always enough;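 note: 0% = neutral control wells and 100% = positive control wells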
# MOR-DOR inv ag = inverse agonists of human mu-delta opioid receptor heterodimerization | inhibition, % at 9.3 µM | AID 504357 | 340,000 tested, 0.21% active | P35372+P41143 | cell-based MOR-DOR heterodimer luminescence, inverse agonism; in the data active = inhibition above about 22%, passing the limit was not always enough;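 note: 0% = cells with DMSO and 100% = wells without cells with DMSO; values of inactives mirror those of a sister screen read the other way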
# Starred values were filed as active, the others as inactive; / = not tested or not shown.
SMILES,cardiac RTF act,RTF Ca sens inh,Keap1-Nrf2 PPI,MOR-DOR ag,V-ATPase pH,DSG3 Ab inh,Arrestin-AP2 inh,LANA DNA inh,Wnt act,MOR-DOR inv ag
O=C1NN(c2ccc(F)c(Cl)c2)C(=O)/C1=C\c1cccc(OC(=O)c2cccs2)c1,-3,-4,-1,-3.0,-1,104,-7,-0.5,-4,13
CCOc1ccccc1N(CC(=O)N1CCCCCC1)S(C)(=O)=O,1,-7,-2,0.2,2,107,12,2.5,6,-1
CCOc1ccc(-c2cccc(NC(=O)c3cccs3)c2)nn1,-8,-2,2,-1.3,-10,106,-3,-1.0,2,6
COc1ccc(NC(=O)CN(C)C(=O)/C=C/c2cn(-c3ccccc3)nc2-c2ccc(F)cc2)cc1,-6,-14,/,0.3,-1,107,1,/,-3,-2
O=C(O)c1c2c(nc3ccc(S(=O)(=O)N4CCC(C(=O)NC5CCCCCC5)CC4)cc13)CCCC2,-3,-1,0,0.3,0,100,-18,2.0,-2,-2
Cc1noc(C)c1NC(=O)N(C)C[C@H]1Oc2ccc(NC(=O)Nc3ccc4c(c3)OCO4)cc2C(=O)N([C@H](C)CO)C[C@@H]1C,2,-18,-2,1.1,5,107,4,4.9,-1,-6
COc1ccc(-c2nn(-c3ccccc3)cc2/C=C/C(=O)OCC(=O)Nc2ccccc2C#N)cc1,-3,-2,3,-3.0,2,117,-17,0.8,-17,15
O=C(/C=C/c1cccc(F)c1)Nc1cc(S(=O)(=O)N2CCOCC2)ccc1N1CCCC1,24,-15,2,0.0,6.5*,-24*,17,-0.7,0,0
CCOC(=O)c1[nH]c2ccc(OC)cc2c1NC(=O)CN1CCSCC1,10,-7,0,1.5,25*,/,13,0.5,/,-9
CCC[C@H]1CC(=O)C=C(c2ccc(OC)cc2)ON1C(=O)OC(C)(C)C,-8,-2,0,3.7,-1,98,25,-0.2,2,-17
O=c1ccn(CCCBr)c(=O)[nH]1,2,-1,3,-0.4,3,105,22,-3.3,2,2
CCn1c(CC(C)C)n[nH]c1=S,-4,-20,-1,-2.9,7,105,2,0.7,8,17
N#Cc1ccc(Cn2ccnc2C(=O)Nc2ccccc2)cc1,6,-6,-4,-2.6,-5,92,6,0.6,4,12
O=C(CCc1nnc(-c2ccc(-c3ccccc3)cc2)o1)NCCc1ccccn1,5,-8,-3,-1.3,5,96,-12,-0.8,5,6
COc1ccc(S(=O)(=O)N(CC(=O)NCc2cccnc2)C2CCCCC2)cc1OC,-1,-4,2,-2.9,-1,99,-8,-17,19,16

# Overlap with the part before: 2 compounds, then new ones.
SMILES,cardiac RTF act,RTF Ca sens inh,Keap1-Nrf2 PPI,MOR-DOR ag,V-ATPase pH,DSG3 Ab inh,Arrestin-AP2 inh,LANA DNA inh,Wnt act,MOR-DOR inv ag
O=C(CCc1nnc(-c2ccc(-c3ccccc3)cc2)o1)NCCc1ccccn1,5,-8,-3,-1.3,5,96,-12,-0.8,5,6
COc1ccc(S(=O)(=O)N(CC(=O)NCc2cccnc2)C2CCCCC2)cc1OC,-1,-4,2,-2.9,-1,99,-8,-17,19,16
CC(C(=O)NCc1ccc2c(c1)OCO2)N(c1ccccc1)S(C)(=O)=O (centres undefined),13,7,-1,-2.8,3,/,-4,0.2,1,16
CCCNS(=O)(=O)c1ccc(OCC(=O)N2CCN(c3ccccc3)CC2)cc1,1,-11,5,-2.6,2,94,32,0.1,0,15
COc1cc(=O)n2c(-c3ccccc3)csc2n1,-4,3,-1,0.5,0,101,28,-7.5,-3,-3
CN(C)C(=O)c1ccc(OCC(F)(F)F)nc1,-5,-10,0,-0.7,-2,97,21,-1.2,7,3
CC1CC(C)CN(CCCNC(=O)CCNC(=O)Cn2cnc3ccccc3c2=O)C1 (centres undefined),-6,-9,3,-0.7,1,/,20,1.5,2,4
Oc1ccc(-c2nccc(-c3ccc(Cl)cc3Cl)n2)cc1,3,-1,1,2.1,9,97,7,0.3,-16,-11
CCCCn1c(SCC(=O)Nc2nnc(C(C)C)s2)nc2c1c(=O)n(C)c(=O)n2C,-7,-6,-1,1.3,4,98,-6,-0.2,-15,-7
CCC(C)Nc1nc(-c2ccccn2)nc2ccccc12 (centres undefined),-6,-5,6,-3.3,-2,92,-4,0.6,-9,17
NC(=O)c1cnn2c1NC(c1ccc(F)cc1)CC2C(F)(F)F (centres undefined),4,-9,1,-1.1,1,/,-4,0.5,-6,6
CC1=Nc2ccc(Br)cc2C(c2ccccc2)N1CC(=O)NN (centres undefined),0,-9,0,-1.1,-3,106,-1,-0.3,1,5
COc1ccc(-n2nc(C(=O)NCC(=O)N(C)Cc3ccccc3)c3ccccc3c2=O)c(OC)c1,-8,5,-3,-1.1,0,102,23,-1.4,0,6
COc1cc(C(=O)NCC(c2cccs2)N2CCOCC2)cc(Br)c1OCc1ccccc1 (centres undefined),-2,-1,-1,-1.1,-3,/,27,1.8,-2,4
COc1cccc(CN(C)C(=O)c2cc(S(=O)(=O)N3CCCC3)ccc2C)c1OC,-4,-5,0,-1.7,0,104,-8,-0.2,4,7
NC(=O)c1nc(-c2cccs2)nc2c1[nH]c(=O)n2-c1ccc(F)cc1,1,-2,4,1.5,-3,99,-1,1.0,10,-8
O=C(Cn1cc(C(F)(F)F)ccc1=O)N/N=C/c1cccc(Cl)c1Cl,6,-8,1,0.6,2,97,3,0.4,-1,-3

# The list goes on, overlapping the part above by 3 compounds.
SMILES,cardiac RTF act,RTF Ca sens inh,Keap1-Nrf2 PPI,MOR-DOR ag,V-ATPase pH,DSG3 Ab inh,Arrestin-AP2 inh,LANA DNA inh,Wnt act,MOR-DOR inv ag
COc1cccc(CN(C)C(=O)c2cc(S(=O)(=O)N3CCCC3)ccc2C)c1OC,-4,-5,0,-1.7,0,104,-8,-0.2,4,7
NC(=O)c1nc(-c2cccs2)nc2c1[nH]c(=O)n2-c1ccc(F)cc1,1,-2,4,1.5,-3,99,-1,1.0,10,-8
O=C(Cn1cc(C(F)(F)F)ccc1=O)N/N=C/c1cccc(Cl)c1Cl,6,-8,1,0.6,2,97,3,0.4,-1,-3
C=C(C)c1cccc(C(C)(C)NC(=O)N2CC(C)OC(C)C2)c1 (centres undefined),1,-4,1,-1.6,5,101,-8,1.9,/,8
CC1=CS(=O)(=O)CC1Sc1nc2ccccc2[nH]1 (centres undefined),-2,1,-4,-2.2,3,99,27,-0.5,/,13
CC1=NN2C(=N)/C(=C\c3cc(C)n(Cc4ccccc4)c3C)C(=O)N=C2S1,/,/,/,/,1,119,8,/,0,/
NC(=O)N/N=C/C=C/c1ccc(F)cc1,0,2,-2,-1.1,0,112,-14,1.0,6,6
CCOC(=O)/C=c1\s/c(=C\c2ccccc2OC)c(=O)n1CC(=O)N1CCOCC1,3,-7,-3,-2.3,-3,107,-10,0.1,/,13
Cc1ccc(CNS(=O)(=O)CCNC(=O)c2ccccc2)cc1,3,-1,5,-0.7,4,106,29,0.7,-3,5
Cc1ccc(S(=O)(=O)N(C)c2cc(S(=O)(=O)N3CCOCC3)c(C)cc2C)cc1,10,-13,-3,-1.1,0,96,-1,4.8,-2,6
COC(=O)c1ccc(Cn2c(O)c(N=NC(N)=S)c3ccccc32)o1,1,0,-4,-2.1,1,99,-6,-1.0,0,11
N#CCN1C(=O)NC2(CCCc3sccc32)C1=O (centres undefined),-4,-2,4,2.1,3,/,-4,0.6,-1,-13
Cc1ccc(C(=O)OCC(=O)NC(=O)Cc2ccccc2)c(O)c1,-1,6,-1,3.6,1,108,-13,-0.9,4,-12
Nn1c(SCC(=O)N2CCCCCC2)nnc1-c1ccco1,-6,-1,-3,-3.0,4,109,-9,-1.9,-4,11
CCCc1nc2oc3ccccc3c(=O)c2c(=O)n1CCCOC,7,-7,-3,-1.9,0,93,5,-0.4,0,9
CC1CC(Nc2ccccc2N)=CC(=O)O1 (centres undefined),1,1,0,-2.1,-2,97,-57,5.6,4,10
Cc1ccc(CN2CCN(/N=C/c3ccc(N(C)C)cc3)CC2)cc1,/,/,-4,/,5,100,18,-1.7,-3,/
COc1ccc(C(=O)c2c3ccc(OC)cc3[n+]([O-])n2Cc2ccc(C(N)=O)cc2)cc1,-1,10,-3,2.1,-3,100,35,-1.8,27,-12
CN(C)C(=O)CSc1nnc(CCCCCNC(=O)OC(C)(C)C)o1,-3,-10,2,-2.6,1,75,3,-0.8,-2,14
CN1CCN(Cc2nc3ccccc3n2C)CC1CCO (centres undefined),-6,2,-2,-3.5,2,108,3,0.7,0,17
COc1ccc(NC(=O)CCCn2cnc3ccccc3c2=O)cc1,3,-15,0,-1.1,5,103,1,1.8,1,5
COc1ccc(CNC(=O)c2cnc(C)cn2)cc1,6,-4,-6,1.8,-2,89,3,0.8,/,-10
CCn1c(SC(C)C(=O)Nc2ccc(N3CCOCC3)cc2)nnc1C1CC1 (centres undefined),3,-14,2,0.1,1,98,41,-0.5,0,0
CCC/C(=N\NC(=O)C1CCCC1)c1ccccc1,2,-3,-3,1.1,-3,101,0,0.4,-1,-6
CCc1nc(SCC(=O)N2CC(=O)Nc3ccccc32)c2c(C)c(C)sc2n1,-6,2,-5,-1.2,2,91,36,-0.5,-3,7
Cc1c2n(c3ccccc13)CC/C2=N\O,3,4,2,-2.9,1,/,-8,11,1,14
CC(NC(=O)N(Cc1ccccc1)Cc1ccc2c(c1)OCO2)(C(F)(F)F)C(F)(F)F,0,-6,-2,-2.1,1,/,1,-0.2,0,11
Cc1ccc(CNCc2ccc3c(c2)OCO3)c(C)c1,-5,4,4,-1.0,0,99,20,0.6,0,5
COc1ccc(NCc2nnc(SCC#N)n2-c2ccccc2OC)cc1,4,-8,1,-0.4,-1,107,23,0.0,-5,2
CN(C)C(=O)CCc1ccc2c3c([nH]c2c1)[C@]1(C)[C@@H](C(=O)N2CCOCC2)C[C@H](CC(=O)NC(C)(C)C)C(=O)N1CC3,2,-4,1,-3.5,2,100,-4,-0.7,-1,17
Cc1ccccc1C(=O)NC1CCN(Cc2nnnn2C2CCCC2)CC1,-3,-1,-2,-0.6,-2,/,5,-0.1,-4,4
CCC/C(O)=C1\C(=O)CCCC1=NC(C)C(=O)O (centres undefined),1,-1,-7,-0.2,-1,85,9,-0.3,/,1
O=C(Nc1cccnc1)OC1CCCC1,7,-8,1,-1.9,-1,126,18,-1.1,7,10
Cc1ccc(-n2cnc3sc(C)c(C)c3c2=O)cc1,4,2,-4,0.0,1,102,-6,7.1,9,0
CS(=O)(=O)c1ccccc1C(=O)Nc1ccc(-c2nc3ccccc3[nH]2)cc1,1,-6,1,0.4,1,100,4,-1.2,18,-2
CCSC1=C(C#N)C(c2cccc(Br)c2)CC(=O)N1 (centres undefined),3,-15,2,1.3,1,101,0,0.4,4,-8
CCOc1ccc(S(=O)(=O)NCc2ccncc2)cc1NC(=O)c1ccccc1,-6,-19,0,-0.7,-3,103,-21,-0.6,-11,4
COc1ccc(C(=O)N[C@H](C(=O)OCCCOC(=O)[C@@H](NC(=O)c2ccc(OC)cc2)C(C)C)C(C)C)cc1,-7,0,-2,-2.2,1,105,26,-0.2,-2,9
Cc1cc2ccccc2n1CCNC(=O)C1CCCC1,-3,-2,-4,-2.5,-3,190,12,0.1,/,12
COCCn1ccc2c(OCC(=O)NCc3ccccc3)cccc2c1=O,3,-4,2,-4.2,5,102,13,-1.2,-3,20
